SIAE inh = inhibitors of human sialic acid acetylesterase SIAE. inhibition, % at 9.66 µM. Q9HAT2. SIAE FP-Rh probe binding, fluorescence polarization. 370,000 tested, 0.69% active;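 active = inhibition above a cutoff: mean of compounds within the control limits plus 3 SD of those, cut at about 17% in these data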;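 note: 0% = plate median of compound wells and 100% = probe without SIAE protein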
Target sequence (Q9HAT2 whole entry, looked up): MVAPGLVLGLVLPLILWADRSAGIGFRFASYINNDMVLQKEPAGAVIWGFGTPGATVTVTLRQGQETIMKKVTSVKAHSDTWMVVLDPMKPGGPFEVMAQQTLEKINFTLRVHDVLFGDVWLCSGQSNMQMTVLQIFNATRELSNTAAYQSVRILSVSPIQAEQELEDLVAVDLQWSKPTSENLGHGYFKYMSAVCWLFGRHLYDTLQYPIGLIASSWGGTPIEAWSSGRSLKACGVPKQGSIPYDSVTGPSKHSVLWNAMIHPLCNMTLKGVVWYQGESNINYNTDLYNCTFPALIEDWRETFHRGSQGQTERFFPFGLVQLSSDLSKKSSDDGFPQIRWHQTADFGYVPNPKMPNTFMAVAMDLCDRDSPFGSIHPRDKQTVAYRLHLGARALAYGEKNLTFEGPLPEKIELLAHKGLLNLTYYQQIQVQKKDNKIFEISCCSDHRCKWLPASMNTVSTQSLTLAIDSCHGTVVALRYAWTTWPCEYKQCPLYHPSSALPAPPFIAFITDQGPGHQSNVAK
TCR CD3 inh = human TCR-CD3 binding inhibition; TAMRA-labeled TCR probe fluorescence, biochemical; inhibition, % at 9.4 µM; 360,000 tested, 0.37% active; in the data active = inhibition above about 19%;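 note: recombinant mutant TCR 2C K166C tagged with TAMRA read by polarization; 0% = receptor in buffer alone and 100% = receptor with positive control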
NPR2 activator = GC-B (human) receptor activation; P20594; HEK293-GC-B cells, CNP EC30, cGMP TR-FRET; 0% at EC30 CNP, 100% saturating CNP; activation, % at 10 µM; 370,000 tested, 0.11% active;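 active = activation at 10 µM reaching about 35% in either raw or pattern-adjusted values, limit read from the data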
UHRF1 MBD2 ctr = human UHRF1 methylated DNA binding inhibitors | UHRF1 binding to methylated oligo, TR-FRET | inhibition, % at 4.4 µM | 370,000 tested, 0.75% active | AID 687016 | Q96T88; in the data active = inhibition above about 21%;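 note: UHRF1 SRA domain binding a hemimethylated CpG hairpin DNA probe; 0% = median of test compound wells and 100% = reference inhibitor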
MBD2 inh = MBD2-methylated oligo binding inhibition; TR-FRET, MBD2 binding to methylated oligonucleotide; inhibition, % at 4.4 µM; 370,000 tested, 0.31% active; AID 686964; in the data active = inhibition above about 13%
GC-A act = GC-A (human) enzyme activation. 370,000 tested, 0.14% active. HEK293 GC-A cells, cGMP TR-FRET, EC30 ANP; 0% at EC30 ANP, 100% saturating ANP. activation, % at 10 µM; in the data active = activation above about 40%
rCAG RNA binder = binds r(CAG) RNA repeats; AID 651821; r(CAG) RNA repeat, TO-PRO-1 dye displacement fluorescence; inhibition, % at 3 µM; 370,000 tested, 1.3% active;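 active = inhibition above the plate cutoff, the mean of all test compounds on that plate plus 3 SD, cut at about 35% in these data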;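 note: 0% = DMSO alone and 100% = 100 µM mitoxantrone as full dye displacement; higher means more dye released from RNA so lower well fluorescence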
HTRA1 inhibitor = HTRA1 (human) protease inhibition | Q92743 | recombinant HTRA1, FP-rhodamine activity-based probe, fluorescence polarization | inhibition, % at 5.96 µM | 340,000 tested, 0.5% active | AID 504803; in the data active = inhibition above about 36%;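 note: 0% = enzyme with DMSO and 100% = wells lacking enzyme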
Target sequence (Q92743 whole entry, looked up): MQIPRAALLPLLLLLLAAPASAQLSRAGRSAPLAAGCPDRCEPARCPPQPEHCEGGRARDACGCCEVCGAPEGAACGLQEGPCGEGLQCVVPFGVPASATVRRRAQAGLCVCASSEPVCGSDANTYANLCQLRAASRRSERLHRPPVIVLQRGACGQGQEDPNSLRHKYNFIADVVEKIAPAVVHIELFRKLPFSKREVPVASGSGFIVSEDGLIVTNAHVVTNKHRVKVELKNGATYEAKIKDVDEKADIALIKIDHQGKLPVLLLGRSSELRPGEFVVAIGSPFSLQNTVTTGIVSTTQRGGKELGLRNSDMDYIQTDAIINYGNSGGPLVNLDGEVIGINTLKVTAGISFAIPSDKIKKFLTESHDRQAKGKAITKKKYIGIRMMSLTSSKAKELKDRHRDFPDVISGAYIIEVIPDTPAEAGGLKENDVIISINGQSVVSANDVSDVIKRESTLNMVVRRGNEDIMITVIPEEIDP
mABHD4 FP = inhibits mouse alpha/beta hydrolase domain 4 | Q8VD66 | purified mABHD4, FP-Rh probe fluorescence polarization | inhibition, % at 8.92 µM | 370,000 tested, 0.54% active | AID 720543;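 active = inhibition exceeding the mean over every tested compound plus 3 SD, cut at about 30% in these data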;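 note: 0% = plate median of compound wells and 100% = S159A mutant with DMSO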
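Assay system: wild-type mouse ABHD4 protein; compound: single nominal dose of 8.92 µM, 0.89% DMSO final; schedule: 45 min + 60 min at 25 °C; measured by: FP readout, ex 525 nm / em 598 nm; evaluation: % inhibition of FP-Rh probe binding versus controls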
PRMT1 inh = blocks human protein arginine methyltransferase 1; Q99873; recombinant PRMT1, activity-based probe fluorescence polarization; inhibition, % at 2.79 µM; 370,000 tested, 1.3% active; AID 652257;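 active = inhibition above about 21% made by adding two undisclosed values, limit read from the data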
* hit, by the source's call; / = not tested or not shown.

canonical_smiles | SIAE inh | TCR CD3 inh | NPR2 activator | UHRF1 MBD2 ctr | MBD2 inh | GC-A act | rCAG RNA binder | HTRA1 inhibitor | mABHD4 FP | PRMT1 inh
Cc1ccc(S(=O)(=O)N2CCN(CC(=O)Nc3ccc([N+](=O)[O-])cc3)CC2)cc1C | 4 | 2 | -5 | -6 | -1 | -6 | 0 | -3 | 2 | -1
CCOC(=O)Cn1c(=O)c2c(nc3n2CCN3Cc2ccccc2)n(C)c1=O | -1 | 3 | 1 | 3 | 3 | -1 | -6 | 4 | 3 | 3
Cc1cc(C)n(-c2ccc(C(=O)Nc3cccnc3)cc2)n1 | -1 | -2 | 2 | -2 | 2 | -6 | -4 | 2 | 1 | -7
CC1=CCC(C(=O)O)(C(=O)N/N=C/c2cccnc2)C(c2ccccc2)C1 (centres undefined) | 0 | 4 | 1 | -2 | -5 | -3 | 3 | / | -4 | 0
Cc1ccc2c(c1)C(c1ccccc1)N(C(=O)c1ccc(Br)o1)CC(=O)N2 (centres undefined) | 0 | -9 | -26 | 1 | -4 | -23 | 3 | -16 | -10 | 2
CCOCc1nnc(NC(=O)CCc2ccccc2)s1 | 7 | -5 | 4 | 11 | -1 | -1 | 0 | 5 | -13 | 0
COC(C/C=C\[C@@H](O)[C@@H](C)OCc1ccccc1)OC | 4 | 5 | -8 | 1 | 3 | -2 | -5 | -1 | -7 | -2
CNC(=O)c1ccc(NC(=O)c2ccc3c(=O)n4c(nc3c2)CCC4)cc1 | -4 | 11 | 0 | 3 | 5 | 3 | 13 | -6 | -4 | 1
CCC(Cc1ccccc1)NS(=O)(=O)c1c(C)nc2scc(C)n2c1=O (centres undefined) | 13 | 5 | 3 | -1 | 5 | 4 | -3 | 6 | 0 | 1
O=C(N/N=C/c1cc([N+](=O)[O-])cc(Br)c1O)C12CC3CCC(CC(C3)C1)C2 | 2 | 11 | 6 | -3 | -8 | -4 | 4 | 14 | 12 | 0
CC1(C)Cc2noc(N)c2C(C)(C)N1OC(=O)c1ccco1 | 2 | -3 | 3 | 0 | 4 | 3 | -6 | 2 | 4 | 2
O=C1CC(Cc2ccccc2)C(=O)N1CCc1ccc2c(c1)OCO2 (centres undefined) | -1 | 2 | -1 | 3 | 7 | -5 | -1 | 2 | -1 | 0
COc1ccc(N(C(=O)CNC(=O)c2ccco2)C(C(=O)NC2CCCC2)c2ccc(C)o2)cc1 (centres undefined) | 0 | -2 | 0 | -3 | 1 | -2 | -1 | -5 | -1 | -3
CC(C)N(C(=O)[C@H]1C[C@H](CC(=O)NCc2ccco2)C(=O)N2CCc3c([nH]c4cc(-c5ccco5)ccc34)[C@]12C)C(C)C | 4 | -9 | -4 | 0 | -3 | -4 | 7 | 1 | -2 | 6
CN1CCN(S(=O)(=O)c2ccc(NC(=S)NC(=O)c3ccccc3)cc2)CC1 | 10 | -6 | 1 | 0 | 10 | -2 | -1 | -3 | -1 | 1
O=S1(=O)CCN2C(=N1)Sc1c2ccc2c1CCCC2 | -2 | -4 | 10 | 2 | 2 | 7 | 1 | 2 | -3 | 0
CCOC(=O)C1(Cc2ccccc2C(F)(F)F)CCN(CCCn2cccn2)CC1 | 1 | 7 | -1 | -3 | -7 | -5 | -12 | 0 | -3 | -3
CC1CN(C2CCCCC2)c2nc3c(c(=O)n(C)c(=O)n3C)n2C1 (centres undefined) | 6 | 5 | 0 | -2 | -1 | 7 | -4 | 4 | -5 | 0
O=C(c1cc(-c2ccccc2)nn1CC1CC(c2cccnc2)=NO1)N1CCOCC1 (centres undefined) | 2 | 1 | 2 | -2 | 5 | 2 | -7 | 8 | 6 | 2
CCn1c(NCCCO)nc2c(c1=O)C(C)(CC)Cc1ccccc1-2 (centres undefined) | 4 | -5 | -1 | 4 | 1 | -4 | -3 | -8 | -10 | -2
Cc1ccc(N=Cc2nc(-c3ccc(C)cc3)oc2O)cc1 | 8 | 5 | 2 | 0 | 1 | 5 | 2 | -10 | -1 | 0
O=c1c2ccccc2sn1-c1nccs1 | -2 | -1 | 13 | 9 | 5 | 8 | 5 | / | 10 | 97*
COc1ccc(NC(=O)c2ccccc2SC)cc1OC | 5 | 2 | 2 | -2 | -8 | 3 | -4 | 3 | 2 | -1
CC[C@]12C(=O)N(C)C[C@H]([C@@H]3C(=O)N(Cc4ccccc4)C(=O)[C@@H]31)N2C(=O)c1ccccc1 | -2 | 2 | 3 | 11 | 4 | 1 | 2 | 2 | 11 | 1
CN(C)S(=O)(=O)c1cc(NC(=O)CN2CCc3ccccc32)ccc1Cl | -17 | 7 | -2 | 4 | 9 | -5 | 22 | -11 | -28 | 10
COc1ccc2sc(-c3ccc(S(C)(=O)=O)cc3)c(C#Cc3cncn3C)c2c1 | -2 | -1 | -29 | -4 | 6 | -12 | 17 | -16 | -19 | 11
O=C(NNC(=O)c1ccc2ncccc2c1)c1ccc(Cl)cc1 | 1 | 1 | -1 | 0 | -2 | 2 | -1 | 8 | 2 | -1
COc1ccc(/C=C/C(=O)N(CC(C)C)C2CCS(=O)(=O)C2)cc1 (centres undefined) | 4 | 4 | -4 | -6 | 2 | -2 | -9 | 5 | 0 | -1
CNC[C@@H]1OCc2cnnn2CCCC(=O)N([C@@H](C)CO)C[C@H]1C | 6 | 0 | 2 | 2 | 4 | -2 | -2 | / | -3 | 3
CNc1nc(NCc2cccc(OC)c2)c2sccc2n1 | 2 | -2 | 1 | 2 | -5 | 3 | 2 | / | 2 | -5
CC(C)NC(=O)NC(=O)COc1cccc2c1OC(C)(C)C2 | -2 | 3 | 0 | 1 | -1 | -2 | -1 | 2 | -2 | -2
CCCNC(=O)C1(C)CCCN(CCOc2ccccc2)C1 (centres undefined) | -4 | 7 | -1 | 0 | -7 | 4 | -2 | / | 3 | 2
Cn1c(=O)c2[nH]c(N=NN3CCCCC3)nc2n(C)c1=O | 12 | 5 | 3 | -2 | -7 | 0 | 3 | 0 | 5 | -1
CCCNS(=O)(=O)c1cc2c3c(c1)CCN3C(=O)CC2 | 2 | 2 | 3 | -3 | -4 | 2 | 1 | 0 | 2 | -2
O=S(=O)(NCc1ccco1)c1cccc(S(=O)(=O)N2CCOCC2)c1 | 6 | 2 | 8 | 1 | -2 | 0 | 1 | -3 | 1 | -2
O=C1NC(=S)N/C1=C/c1ccc2c(c1)OCO2 | 7 | 4 | 11 | -2 | 3 | 14 | 1 | -4 | -1 | -3
CN(C)c1ccc(/C=N/NC(=O)c2ccnn2C)cc1 | -8 | 2 | -2 | -1 | 4 | -2 | -2 | -3 | 4 | 3
CCOC(=O)c1csc(-c2ccc([N+](=O)[O-])cc2)n1 | 4 | 5 | -4 | -1 | -1 | -2 | -1 | -2 | -3 | -1
Cc1ccc(CC(=O)NC2CCCc3ccccc32)cc1C (centres undefined) | -5 | -1 | 3 | 3 | 2 | -7 | -4 | -7 | -5 | 4
Cc1cccc(N2CC(C(=O)NC3CCCCCC3)CC2=O)c1C (centres undefined) | 2 | -2 | -1 | 2 | 7 | -1 | 1 | -1 | -16 | 8

As entered above.
PRMT1 inh with Cc1ccc(CC(=O)NC2CCCc3ccccc32)cc1C (centres undefined) = 4
SIAE inh with O=S(=O)(NCc1ccco1)c1cccc(S(=O)(=O)N2CCOCC2)c1 = 6
PRMT1 inh with CCCNC(=O)C1(C)CCCN(CCOc2ccccc2)C1 (centres undefined) = 2

Later entries.
canonical_smiles | SIAE inh | TCR CD3 inh | NPR2 activator | UHRF1 MBD2 ctr | MBD2 inh | GC-A act | rCAG RNA binder | HTRA1 inhibitor | mABHD4 FP | PRMT1 inh
COC(=O)C(Cc1ccccc1)NC(=O)CC(C)CC(=O)Nc1ccc(C)cc1 (centres undefined) | 1 | -1 | 0 | 0 | 0 | -2 | -8 | -5 | 3 | -5
O=C(NC(=S)N1CCCC(C(F)(F)F)C1)c1ccc(F)cc1 (centres undefined) | 7 | -6 | 0 | 3 | 1 | 2 | -1 | -2 | 4 | 0
O=C(Nc1cccc(OCC(=O)N2CCOCC2)c1)c1cccc(Cl)c1 | 1 | 4 | -1 | -2 | -2 | -2 | 0 | -5 | 3 | -4
O=C(C/C=N/OCc1ccc(Cl)cc1Cl)c1ccccc1 | -3 | -2 | 0 | -3 | -1 | 1 | 3 | -17 | 5 | 2
O=C(CO)N/N=C/c1c2ccccc2cc2ccccc12 | 2 | 8 | -17 | -12 | 0 | -4 | 0 | -3 | 3 | 0
CC(=O)Nc1ccc2c(c1)ncn2C | -3 | 4 | 0 | 0 | 6 | 2 | 0 | 4 | 6 | 3
O=C1NC(=Nc2ccccc2)S/C1=C\c1ccccc1 | -7 | -4 | 1 | 4 | 1 | 5 | -1 | -3 | -3 | 3
Cn1c(=O)c2c(n3cnnc13)-c1ccccc1CC21CCCC1 | -6 | -4 | -1 | 5 | 1 | -3 | -3 | -2 | 2 | -1
COc1ccc(C=O)cc1OC1C=CCCC1 (centres undefined) | -2 | -3 | 4 | -2 | -5 | 2 | 1 | 0 | 2 | -5
C/C(=N\Nc1ccc(C)c(Cl)c1)c1ccncc1 | 2 | 0 | -1 | -2 | -4 | -9 | 14 | 0 | 6 | 6

The closing 5 compounds of the section above come first, to join the parts.
canonical_smiles | SIAE inh | TCR CD3 inh | NPR2 activator | UHRF1 MBD2 ctr | MBD2 inh | GC-A act | rCAG RNA binder | HTRA1 inhibitor | mABHD4 FP | PRMT1 inh
CC(=O)Nc1ccc2c(c1)ncn2C | -3 | 4 | 0 | 0 | 6 | 2 | 0 | 4 | 6 | 3
O=C1NC(=Nc2ccccc2)S/C1=C\c1ccccc1 | -7 | -4 | 1 | 4 | 1 | 5 | -1 | -3 | -3 | 3
Cn1c(=O)c2c(n3cnnc13)-c1ccccc1CC21CCCC1 | -6 | -4 | -1 | 5 | 1 | -3 | -3 | -2 | 2 | -1
COc1ccc(C=O)cc1OC1C=CCCC1 (centres undefined) | -2 | -3 | 4 | -2 | -5 | 2 | 1 | 0 | 2 | -5
C/C(=N\Nc1ccc(C)c(Cl)c1)c1ccncc1 | 2 | 0 | -1 | -2 | -4 | -9 | 14 | 0 | 6 | 6
COc1cccc(NC(=O)CN2CCN(C(=O)c3ccco3)CC2)c1 | 1 | 9 | -1 | 0 | -4 | 0 | -4 | 1 | 1 | 2
Cc1onc(-c2c(Cl)cccc2Cl)c1C(=O)N(C)Cc1ccccc1 | -1 | -1 | -2 | 2 | -1 | -3 | -6 | 5 | -1 | 2
N#Cc1cccc(NC(=O)c2cc(C3CCCCN3C(=O)CCc3ccccc3)on2)c1 (centres undefined) | 2 | -10 | 11 | 4 | -1 | -2 | 3 | / | -3 | -2
COc1ccc(C2NC(=O)Cc3cc(OC)c(OC)cc32)cc1OC (centres undefined) | 5 | -9 | -1 | 2 | 1 | 4 | 2 | 4 | -4 | 1

Bioassay records as filed in PubChem BioAssay.

Not all compounds are listed; the hit share may differ from the screen's.
